# TSHR antag = blocks TSH signaling through the human TSH receptor | P16473 | TSHR-expressing cells, TSH-stimulated cAMP HTRF, 2 h; hits give low values | activity change, negative = inhibition, % at 11.5 µM | actives 0.2% (n = 330,000);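 active means activity change below a set negative limit, meaning inhibition stronger than a set level, cut at about -70% in these data; inconclusive means activity change between two set negative limits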; further: on the % scale 0 is the no-effect control and ±100 the full control effect
#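 Inhibition of cAMP made by TSHR-expressing cells under TSH stimulation (4nM final, EC80; 2 h, 37 deg C) is quantified with a one-step lysis HTRF kit, anti-cAMP cryptate versus cAMP-d2.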
# Eya2 phos inh = inhibitors of human Eya2 phosphatase activity. O00167. recombinant Eya2, OMFP fluorescence dephosphorylation (OMFP is methylfluorescein phosphate). Potency, µM (series often up to 76.9 µM), without a hit: at the highest dose activity, negative = inhibition, most hits filed as inhibitors. actives 0.006% (n = 330,000). AID 488837; further: potency means the concentration at half of the fitted maximal effect; on the % scale 0 is the no-effect control and ±100 the full control effect
#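 Eya2 (0.2 uM) preincubated 10 min at ambient with compound, then OMFP substrate added at 50 uM; 10 min reaction in 50 mM HEPES pH 7.5, 50 mM NaCl, 5 uM MgCl2, 0.05% BSA, 1 mM DTT. Fluorescence read at Ex 485/Em 525 nm.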
# TCR act = activates T cell receptor signaling | primary human leukocytes, anti-CD3, IL-2 HTRF, 48 h | AID 504894 | 330,000 tested, under 10 active | Potency, µM (highest dose often 9.22 µM), without a hit: at the highest dose activation of IL-2 secretion, actives largely listed as activators; further: % of control where 0% means no effect
#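 Primary human leukocytes incubated 48 hr with anti-CD3 beads plus compound, without co-stimulation. Secreted IL-2 measured by HTRF (europium cryptate/d2 anti-IL-2 pair, 320 nm excitation, 665 nm emission).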
# USP2a block = blocks human ubiquitin-specific protease USP2a | USP2 core, Ub-CHOP2 coupled fluorogenic reporter, 485/531 | Potency, µM (titrated, usually from 38.3 µM), inactives show at the highest dose activity change, negative = inhibition, usual class: inhibitors | actives 0.01% (n = 330,000) | O75604;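 further: potency means the concentration at half of the fitted maximal effect; plate controls were DMSO wells for no effect and full inhibition by NEM control for full effect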
# Target sequence (O75604 whole entry, looked up): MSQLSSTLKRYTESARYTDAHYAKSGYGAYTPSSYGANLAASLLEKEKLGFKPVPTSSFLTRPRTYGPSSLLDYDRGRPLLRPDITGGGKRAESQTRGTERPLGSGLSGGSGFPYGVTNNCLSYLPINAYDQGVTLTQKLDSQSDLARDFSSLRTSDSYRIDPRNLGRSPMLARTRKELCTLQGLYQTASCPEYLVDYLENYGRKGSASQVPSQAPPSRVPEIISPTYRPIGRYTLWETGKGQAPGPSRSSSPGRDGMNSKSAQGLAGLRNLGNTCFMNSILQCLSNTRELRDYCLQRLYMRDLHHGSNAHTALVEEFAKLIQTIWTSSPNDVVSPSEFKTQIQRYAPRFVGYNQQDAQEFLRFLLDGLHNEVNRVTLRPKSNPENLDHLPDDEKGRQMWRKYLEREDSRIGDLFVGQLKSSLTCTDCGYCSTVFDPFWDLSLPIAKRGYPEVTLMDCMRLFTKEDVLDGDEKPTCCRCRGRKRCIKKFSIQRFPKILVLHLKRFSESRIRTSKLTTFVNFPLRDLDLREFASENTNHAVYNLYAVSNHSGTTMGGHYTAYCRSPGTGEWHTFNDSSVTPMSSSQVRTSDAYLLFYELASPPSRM
#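 USP2 core (10nM final) preincubated 30min RT with compound in 20mM Tris-HCl pH 8.0, 2mM CaCl2, 2mM beta-mercaptoethanol, 0.05% CHAPS; 25nM Ub-CHOP2 plus 25nM reporter substrate added, fluorescence (Ex485/Em531) read after 60min.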
# KCNH2 WT inh = inhibitors of human wildtype KCNH2 potassium channel. activity change, % at 1.84 µM. U2OS, BacMam KCNH2, thallium flux FluxOr; hits give low values. actives 0.37% (n = 340,000);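 active means maximum activity change below -70%; inconclusive means maximum activity change between -70% and -50%; inactive means maximum activity change above -50%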; further: on the % scale 0 is the no-effect control and ±100 the full control effect
#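 U2OS cells were transduced with wild-type KCNH2 virus (2.03 x 10^8 / mL) for 4 h at room temperature, then cultured overnight at 37 C. Thallium flux was read with FluxOr dye. Rate constants were normalized to DMSO controls.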
# ELG1 repair inh = inhibitors of ELG1-dependent DNA repair in HEK293T cells | HEK293T ELG1-luciferase reporter, luminescence, 16 h; DNA damage induced by 5-fluorouridine | Potency, µM (doses to about 46.1 µM), without a hit: at the top dose activity change, negative = inhibition, most hits filed as inhibitors | actives 2.3% (n = 330,000) | AID 504467; further: potency means the concentration at half of the fitted maximal effect; on the % scale 0 is the no-effect control and ±100 the full control effect; nearly all actives have a fitted effect of over 55% in size
#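 DMSO vehicle served as the neutral condition. Each well held 2,000 cells given 5-fluorouridine plus compound; after 16 hr at 37 °C/5% CO2, ONE-Glo was added and luciferase measured 30 min later.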
# TRPV1 ag = human TRPV1 agonism | Q8NER1 | TRPV1-expressing cells, Fluo-8 calcium influx, agonist mode | activation, % at 8.33 µM | actives 0.19% (n = 320,000) | AID 540275; in the data active means activation above about 80%; inconclusive means between about 30% and that limit; further: 0% is about no effect
#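 TRPV1-expressing cells were cultured overnight at 35.5C and loaded with Fluo-8 calcium dye for 40 to 90 min at room temperature. After a 10 s baseline, compound was added and calcium influx was read kinetically for 3 min (ex 480/em 520 nm).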
# KCNH2 3.1 block = inhibitors of human KCNH2 3.1 potassium channel isoform. U2OS KCNH2 3.1, thallium flux FluxOr; hits give low values. activity change, % (tested at about 1.8 µM). actives 0.95% (n = 340,000);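 active means maximum activity change below -70%; inconclusive means maximum activity change from -70% to -50%; inactive means maximum activity change above -50%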;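 further: thallium influx rate constant from kinetic fluorescence after stimulation buffer; on the % scale 0 is the no-effect control and ±100 the full control effect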
#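 Virally transduced U2OS (3.1 isoform, 4 h infection in dark at RT) → overnight 37 C → FluxOr + Red40 in HBSS/HEPES, 45 min → stimulation buffer, 2 min kinetic read → rate constant vs DMSO controls.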
# Mito fusion act = blocks mitochondrial division or promotes mitochondrial fusion; Potency, µM (doses to about 46.1 µM), inactives show at the highest dose growth rescue (activation), hits mostly activators; S. cerevisiae fusion-defective mutant growth rescue, CellTiterGlo 48 h; actives 0.23% (n = 320,000);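 further: potency means the concentration at half of the fitted maximal effect; % of control where 0% means no effect; nearly all actives have a fitted effect of over 45% in size; temperature-sensitive fusion mutants such as fzo1-1 at 37 °C on non-fermentable ethanol glycerol medium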
#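 Yeast fusion mutant, YPEG (non-fermentable carbon), compound, 48 h at 37C non-permissive; CellTiterGlo added, 10 min RT, luminescence read. Rescued growth = division inhibition.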
# AT treatment = candidate therapy for ataxia-telangiectasia; […] A-T fibroblasts, KAP-1 phosphorylation AlphaLISA; neocarzinostatin DNA damage 30 min before lysis; Potency, µM (series often up to 57.5 µM), without a hit: top-dose activation, hits mostly activators; actives 0.19% (n = 320,000); further: potency means the concentration at half of the fitted maximal effect; % of control where 0% means no effect; nearly all actives have a fitted effect of over 45% in size
#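 hTERT-immortalized A-T patient fibroblasts ([…]), 500 cells/well in OPTI-MEM, 1% FBS, got compounds for 60 min, then NCS for 30 min at 37C. Lysates were then assayed for phospho-KAP-1 by AlphaLISA (anti-pKAP1 donor, anti-KAP1 acceptor beads), 6 hr at 25C.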
# An asterisk follows results filed as active; ? = inconclusive; nt = not tested or not shown; [ ] = another dose, or the depositor's remark. Unless noted, the call rests on the fitted dose curve; in most records, active means well fitted curve in the direction sought with a large enough effect; inconclusive means small, poorly fitted or top-dose-only effect, or another doubt; inactive means no such curve, though single readings can be large; an effect the other way counts as inactive or inconclusive.
SMILES,TSHR antag,Eya2 phos inh,TCR act,USP2a block,KCNH2 WT inh,ELG1 repair inh,TRPV1 ag,KCNH2 3.1 block,Mito fusion act,AT treatment
COc1cc(OC)c(NC(=O)CCc2ccccc2)cc1Cl,2,-8%,4%,6%,-4,5%,2,5,3%,-1%
CCCCCCCCOC(=O)CCn1[nH]c(=O)c2ccccc2c1=O,-5,22%,-1%,2%,-2,-1%,1,2,-10%,-3%
Cc1ccc(/C=C/C(=O)OCC(=O)Nc2ccccc2Sc2ccccc2)cc1,18,8%,3%[46.1 µM],0%,5,13%,8,-10,2%,12%
Cc1ccc(C)c(NC(=O)CN(C)C(=O)Cc2coc3cc(C)c(C)cc23)c1,14,39%,-2%,1%,-1,16%,-2,-11,3%,6%
O=C(CCCOc1ccccc1)N1CCN(S(=O)(=O)c2cccc(F)c2)CC1,-6,8%,5%,-1%,0,13%,11,-8,7%,22%
O=C(NC1CCCCC1)N1CCNCC1,7,1%,-5%,1%,-9,14%,3,-1,2%,-11%
CCCS(=O)(=O)N1CCN(C2Cc3ccccc3C2)CC1,19,-11%,-7%,0%,1,3%,-1,-3,-1%,15%
C=C(C)c1cccc(C(C)(C)NC(=O)NCCCn2ccnc2)c1,-2,10%,nt,0%,1,-2%,3,-25,-1%,-3%
Nc1ccc(S(=O)(=O)c2ccc(Cl)cc2)cc1,0,6%,0%,2%,31,3%,-1,0,6%,2%
CC1=CC(=O)N(c2ccc(C)cc2)C1c1ccc(Cl)cc1 (centres undefined),14,-3%,0%[46.1 µM],-2%,12,0%,?,6,7%,4%
CCOc1ccc(C(=O)OCCCN(C)C)cc1,0,3%,-5%[46.1 µM],0%,6,6%,2,4,0%,1%
Cc1noc(C)c1S(=O)(=O)N1CCCC(C(=O)Nc2cccnc2)C1 (centres undefined),16,-27%,-18%,-2%,4,-12%,-1,-1,3%,-1%
Cc1ccc(/C(O)=C2/C(=O)C(=O)N(CC(=O)O)C2c2ccc([N+](=O)[O-])cc2)cc1 (centres undefined),6,-5%,7%,0%,-1,-13%,-1,3,-3%,-9%
COCCCNC(=O)CCc1c(C)nc2c(c(C)nn2-c2ccccc2)c1C,-1,-18%,3%,0%,4,-3%,?,29,2%,-5%
CC1CCN(c2ccccc2NC(=O)c2ccc(Br)o2)CC1,-8,-13%,2%,2%,1,-9%,0,1,2%,?
NC(=S)NC1CC2CC1C1C=CCC21 (centres undefined),6,10%,4%,1%,6,0%,-2,-5,2%,-5%
O=C(COc1ccc2ccc(=O)oc2c1)Nc1ccc2c(c1)OCCO2,-7,1%,-176%,0%,19,2%,8,12,3%,-4%
CC(=O)OCC1=C(C(=O)O)N2C(=O)C(NC(=O)Cn3nc(C(F)F)c(Cl)c3C)C2SC1 (centres undefined),-4,3%,2%,7%,-6,6%,1,-2,9%,2%
Cc1ccc(OCc2n[nH]c(=S)n2-c2ccc(Br)cc2)cc1,33,8%,1%,1%,16,18%,-1,25,4%,14%
COc1cc(/C=C2/C(=O)NN(c3cccc(C)c3)C2=O)cc([N+](=O)[O-])c1O,-5,8%,-11%,3%,nt,-4%,1,nt,-7%,nt
COc1cccc(C2CC(c3ccccc3OC)n3nc(N)nc3N2)c1 (centres undefined),-5,-8%,0%,-1%,3,15%,nt,8,-3%,6%
O=C(Nc1nnc(-c2ccco2)s1)C1CCCCC1,1,14%,4%,?,-4,?,2,-6,1%,13%
O=C(O)CN1C(=O)/C(=C\c2cccc(OCc3ccccc3F)c2)SC1=S,-11,-5%,0%,-9%,-1,-1%,10,-1,3%,-8%
CCC(C)NC(=O)Cc1c(OC)ccc2cc(Br)ccc12 (centres undefined),-1,-2%,-21%,3%,-5,8%,13,1,-11%,2%
Cc1[nH]c2ccccc2c1/C=N/NC(=O)CNC(=O)c1cccs1,3,?,7%,9%,1,-11%,nt,2,0%,11%

# Overlap with the part before: two compounds, then new ones.
SMILES,TSHR antag,Eya2 phos inh,TCR act,USP2a block,KCNH2 WT inh,ELG1 repair inh,TRPV1 ag,KCNH2 3.1 block,Mito fusion act,AT treatment
CCC(C)NC(=O)Cc1c(OC)ccc2cc(Br)ccc12 (centres undefined),-1,-2%,-21%,3%,-5,8%,13,1,-11%,2%
Cc1[nH]c2ccccc2c1/C=N/NC(=O)CNC(=O)c1cccs1,3,?,7%,9%,1,-11%,nt,2,0%,11%
CC(=O)N1c2ccccc2C(C)=CC1(C)C,6,9%,-3%,3%,-6,6%,-4,0,26%,0%
Cc1nn(CC(=O)NCc2cccc3ccccc23)c(=O)c2ccccc12,6,13%,3%,2%,-7,20%,-2,12,-3%,-6%
CC(C)(C)OC(=O)C[C@@H]1C/C=C\C[C@H](CC(=O)NCCO)C(=O)NC[C@@H](c2ccccc2)OC1=O,-7,6%,5%,3%,0,12%,nt,1,nt,3%
CCN1C(=O)/C(=C\N(C)C)S/C1=N\S(=O)(=O)c1ccccc1,0,-3%,0%,3%,0,4%,2,7,22%,-1%
c1ccc2c(c1)OCCOCCOCCO2,10,-7%,0%,0%,-18,7%,0,0,-8%,15%
COc1ccc(C2=NS(=O)(=O)N(C)C(C(=O)NC3CCCCC3)=C2)cc1OC,2,1%,-3%,3%,0,?,0,5,-1%,5%
COc1ccc(S(=O)(=O)N[C@H](C(=O)N2CC[C@@]3(O)CCCC[C@H]3C2)c2ccccc2)cc1,-7,-1%,-4%,1%,-2,-12%,2,nt,-6%,-1%
Cc1ccc(Cn2nc(C)c(NC(=O)C3(C)CC3(Br)Br)c2C)cc1 (centres undefined),-8,1%,3%[46.1 µM],1%,6,-7%,1,-16,1%,-2%
CCCC(C)c1nnc(NC(=O)CN2C(=O)c3ccccc3C2=O)s1 (centres undefined),-12,-3%,-4%,1%,-13,6%,9,3,-4%,6%
COc1ccc(/C=C2\SC(=S)N(CCC(=O)NC3C=CS(=O)(=O)C3)C2=O)cc1 (centres undefined),-3,-10%,6%,5%,23,28%,0,-22,11%,-6%
Cn1ncc2c(Nc3ccc(Cl)c(Cl)c3)ncnc21,-12,2%,0%,-1%,-10,?,?,-4,26%,0%
CCn1c(=O)cc(OCC(=O)N(C)c2ccccc2F)c2ccccc21,-3,1%,-3%,2%,0,?,18,-1,2%,8%
COc1ccccc1NC(=O)C(=O)N/N=C(\C)CC(=O)Nc1ccccn1,0,-14%,-8%,2%,7,1%,-1,1,7%,-7%
CN1C(=O)C(CC(=O)O)S/C1=N\N=C\c1ccc(O)cc1O (centres undefined),-13,-2%,-1%,0%,12,0%,-1,-4,1%,-2%
O=C(CSc1ncn[nH]1)Nc1ccccc1Sc1ccccc1,-2,14%,7%,0%,-20,-1%,-2,8,-2%,0%
Cc1ccsc1CN(C)C(=O)CN1C(=O)NC(c2ccccc2)(c2ccccc2)C1=O,0,-4%,-2%,1%,-4,-10%,1,16,2%,11%
O=C(CSCc1ccc(Cl)cc1)NN=C1CCCC1,-1,3%,-2%[46.1 µM],4%,6,-4%,10,nt,-3%,7%
CCOC(=O)N1CCN(C2CCCN(C(=O)c3ccccc3N(C)C)C2)CC1 (centres undefined),-10,6%,0%,0%,17,-2%,-3,-1,0%,7%
O=[N+]([O-])c1c(Nc2ccc(O)cc2)cc(Cl)c2nonc12,-102*,-9%,-1%,4%,-37,?,-4,-33,-39%[inhibitor],-25%
O=C1N=C(N2CCc3ccccc3C2)S/C1=C\c1cccc(O)c1,8,-8%,-4%[46.1 µM],2%,14,0%,-8,8,29%,nt
CN(CC(CC(=O)Nc1nncs1)c1ccccc1)S(=O)(=O)c1ccc(Br)cc1 (centres undefined),-5,1%,3%,-2%,-8,?,nt,-4,1%,12%
CC(OC(=O)c1ccc(F)cc1)C(=O)Nc1nc(-c2cccc([N+](=O)[O-])c2)cs1 (centres undefined),1,4%,-2%[46.1 µM],3%,-9,?,-2,15,15%,-2%
Cc1nn(C)c(C)c1NC(=O)c1ccc(Cl)cc1,-1,8%,-2%,4%,-3,-2%,1,11,1%,4%
CCC(=O)Nc1cccc(NC(=O)CSc2nnnn2C)c1,-7,-2%,-5%,1%,-12,-1%,4,-4,-2%,2%
CCc1ccc(OCC(O)CN2CCC(CN3C(=O)c4cccc5cccc(c45)C3=O)CC2)cc1 (centres undefined),15,-2%,1%[46.1 µM],-7%,21,?,-2,nt,-13%,-1%
Cn1c(=O)c(=O)n(C)c2cc(S(=O)(=O)CCC(=O)Nc3c(F)c(F)c(F)c(F)c3F)ccc21,1,7%,-5%,-1%,-20,?,-2,25,-6%,8%
COc1ccc(CCNC(=O)N2CCOCC2)cc1,-5,-1%,-4%[46.1 µM],0%,3,4%,-3,2,-3%,nt
O=C(NCCc1csc(-c2ccccc2)n1)c1cccs1,1,0%,7%,-3%,3,-3%,?,-20,4%,5%

# The list is partial; count on the stated rates, not on these rows.
